KKLEB cytotox = counter-screen for CF NF-kB inhibitors: cytotoxicity; KKLEB CF airway cells viability, ATPlite luminescence, overnight; hits give low values; cells stimulated with P. aeruginosa culture filtrate; actives 0.36% (n = 360,000); activity change (cytotoxicity), % at 5 µM; AID 602141;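 active means corrected activity change at or below -50% at 5 µM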
NR2E3 ag-1 = human photoreceptor-specific nuclear receptor agonism; Q9Y5X4; CHO-S Gal4-NCOR/VP16-NR2E3 two-hybrid, luciferase; inhibition of corepressor binding, % at 3.98 µM; actives 0.35% (n = 360,000); AID 602229;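 active means inhibition above the mean of all tested compounds plus 3 SD, cut at about 70% in these data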;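 further: 0% = DMSO with NR2E3 transfected cells and 100% = cells lacking NR2E3 construct; higher means lower luciferase signal from less NR2E3 corepressor binding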
Target sequence (Q9Y5X4 whole entry, looked up, the tested form may be a part): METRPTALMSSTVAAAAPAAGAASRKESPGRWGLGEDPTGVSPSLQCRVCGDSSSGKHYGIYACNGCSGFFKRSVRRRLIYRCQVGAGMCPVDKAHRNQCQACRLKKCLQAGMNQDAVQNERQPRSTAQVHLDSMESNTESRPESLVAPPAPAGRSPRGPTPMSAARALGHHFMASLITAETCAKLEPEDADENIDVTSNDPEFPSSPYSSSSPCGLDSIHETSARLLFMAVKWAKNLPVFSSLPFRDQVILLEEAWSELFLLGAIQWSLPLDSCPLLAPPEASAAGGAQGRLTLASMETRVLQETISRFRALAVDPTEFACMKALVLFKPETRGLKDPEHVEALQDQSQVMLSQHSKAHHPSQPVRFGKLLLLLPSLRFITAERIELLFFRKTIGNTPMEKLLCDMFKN
NR2E3 ag-2 = agonists of human nuclear receptor NR2E3; Q9Y5X4; GST-NR2E3/biotin-RetCOR TR-FRET, 1536-well; inhibition of corepressor binding, % at 4.78 µM; actives 0.12% (n = 320,000); AID 2300;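 active means percent inhibition above the cutoff of mean plus 3 SD of all tested compounds, set per screening campaign, cut at about 20% in these data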;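 further: 0% = DMSO wells and 100% = biotin wells as full block of FRET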
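System: GST-NR2E3 and biotin-RetCOR proteins; probe or stimulus: 7 nM biotin-RetCOR; doses: compound at 4.8 µM, single dose; schedule: Compound–protein incubation for 5 h at 4 °C; detection: time-resolved FRET; read-out: percent inhibition; controls: biotin wells as high control, 0.6% DMSO wells as low control; format: 1536-well plates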
Peg3 prom inh = reduces Peg3 promoter-driven luciferase expression in HeLa. actives 1.7% (n = 360,000). AID 588405. inhibition, % at 20 µM. HeLa PEG-Prom luciferase reporter, luminescence, overnight;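 active means inhibition of at least 50% at 20 µM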
C8 TRAIL sens = sensitizes caspase-8 expressing cells to TRAIL; AID 624354; actives 1% (n = 360,000); NB7+C8 cells + TRAIL, ATPlite viability luminescence; inhibition (viability loss, TRAIL sensitization), % at 10 µM;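 active means compounds causing at least 50% loss of cell viability in the single-dose screen, relative to plate controls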
TROY NFkB inh = inhibitors of TROY-dependent NF-kB signaling; inhibition, % at 10 µM; AID 1347056; actives 0.98% (n = 360,000); Q293 LMP1-TROYcd NF-kB luciferase reporter, 4 h;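 active means compounds whose plate-normalised and pattern-corrected inhibition of the luciferase reporter signal at the single screening dose is 50% or more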
HIF-2a inh = inhibitors of HIF-2a. 786-0 RCC cells HIF-2a reporter, luciferase luminescence, overnight. inhibition, % at 18.8 µM. actives 0.72% (n = 360,000);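 active means inhibition of the luminescence signal of 40% or more relative to plate controls, in a single-dose primary screen at 18.75 µM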
TWEAK-Fn14 inh = TWEAK-Fn14 signaling inhibition. TWEAK-stimulated Fn14 reporter cells, luciferase luminescence, 8 h. inhibition, % at 10 µM. actives 2% (n = 360,000); in the data active means inhibition above about 50%
CF NFkB block = cystic fibrosis NF-kB activation inhibition; KKLEB NF-kB-GFP reporter, PAF-induced, GFP fluorescence overnight; actives 0.86% (n = 360,000); inhibition, % at 5 µM; AID 588850;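 active means at least 50% inhibition at 5 µM, scaled per plate between neutral and stimulator controls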;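 further: PAF is a Pseudomonas aeruginosa culture filtrate used as stimulus; plate controls were PAF-stimulated DMSO wells for no effect and unstimulated DMSO wells for full effect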
Shn3 inh set2 = reduces Shn3 3'UTR luciferase signal in osteoblasts; inhibition, % at 12.5 µM; actives 0.52% (n = 360,000); Clone20 osteoblast Shn3 3'UTR firefly luciferase, 24 h;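 active means mean inhibition of at least 75% with every replicate also reaching 75%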;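 further: 0% = median of neutral control wells and 100% = pilot-screen positive control compound; some compounds past the cut are filed as inactive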
MITF TRPM1 inh = MITF TRPM1 promoter inhibition in SK-MEL-5 cells; SK-MEL-5 TRPM1 promoter luciferase, 24 h; AID 488899; actives 0.83% (n = 330,000); inhibition, % at 12.5 µM;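 active means mean inhibition across replicates of 60% or more, whatever share of single replicates reaches that level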; further: values of inactives mirror those of a sister screen read the other way
* hit, by the source's call; . = no result given. This is a subset, so the mix of outcomes need not match the whole.

SMILES | KKLEB cytotox | NR2E3 ag-1 | NR2E3 ag-2 | Peg3 prom inh | C8 TRAIL sens | TROY NFkB inh | HIF-2a inh | TWEAK-Fn14 inh | CF NFkB block | Shn3 inh set2 | MITF TRPM1 inh
Cc1cc(NC(=O)CN2CCN(c3ncccn3)CC2)no1 | 3 | 15 | 0 | 12 | 4 | 0 | 8 | 1 | -22 | 0 | 5
Cc1noc(C)c1NC(=O)N(C)C[C@H]1OCCCC[C@@H](C)Oc2ccc(NC(=O)Nc3ccc(F)cc3)cc2C(=O)N([C@@H](C)CO)C[C@H]1C | 16 | -25 | . | 1 | -4 | -1 | -4 | -10 | 3 | 6 | .
COc1ccc(N2CCN(CC(O)COc3ccc(F)cc3)CC2)cc1 (stereo not drawn) | -5 | -15 | 0 | 10 | 1 | 0 | 18 | 4 | 6 | 3 | 8
Cc1ccc(C(=O)NC2CC(C)(C)NC(C)(C)C2)c(C)c1 | 1 | 6 | 4 | 6 | 4 | -11 | -1 | -9 | -1 | 0 | 11
O=C(CNC(=O)c1cc2ccccc2o1)NCc1cccs1 | 0 | -1 | 0 | -16 | 2 | -34 | -33 | 5 | 8 | -12 | -10
COc1ccc(C(C(=O)NCC2CCCO2)N(C(=O)CNC(=O)c2ccco2)c2cc(C)cc(C)c2)cc1OC (stereo not drawn) | 7 | 12 | 2 | 10 | -5 | 4 | 8 | 20 | -9 | 7 | 8
CCOc1ccc(N(CC(=O)N2CCN(C(=O)CN(c3ccc(OCC)cc3)S(C)(=O)=O)CC2)S(C)(=O)=O)cc1 | -3 | -6 | -2 | 8 | 5 | 24 | 8 | 18 | 5 | 42 | 4
COc1ccc(Br)cc1C=NNS(=O)(=O)c1ccc(C)cc1 | -4 | -28 | . | -4 | 0 | -3 | 35 | 13 | 17 | -11 | .
COc1ccc(C(=O)N2CCC(n3c(C)nc4cc(F)ccc43)CC2)cc1OC | -9 | 26 | 0 | 12 | -8 | 10 | 12 | 10 | 2 | -3 | -1
CCN(CC(=O)Nc1c(F)cccc1F)C(=O)c1ccc(=O)[nH]c1 | 11 | 15 | . | -3 | 1 | -1 | 10 | 19 | -10 | 4 | 12
C1CCCC(N2CCNCC2)CC1 | -9 | 3 | 0 | 5 | -1 | -3 | -2 | -1 | 0 | -12 | 5
O=P(CCCCCCCCCP(=O)(c1ccccc1)c1ccccc1)(c1ccccc1)c1ccccc1 | -11 | 3 | 3 | 67* | -6 | 55* | 14 | 48 | 9 | 88* | 41
C=CCn1c(N)cc(=O)nc1SCC(=O)Nc1ccccc1 | 1 | -23 | 2 | 5 | -16 | -62 | 5 | -16 | -13 | -3 | 5
CC1(C(=O)NS(=O)(=O)c2ccccc2OC(F)(F)F)CCN1C(=O)Cc1ccccc1 (stereo not drawn) | 6 | -23 | . | 3 | -17 | 6 | 2 | 2 | -9 | -14 | .
OCCNc1nc(Nc2ccccc2O)nc(N2CCCC2)n1 | 13 | -14 | -2 | 4 | -13 | 4 | -1 | -1 | 2 | -1 | -5
COCC1CCN(Cc2nc(Cc3ccccc3Cl)no2)CC1 | 1 | -41 | 7 | -46 | -6 | -12 | -54 | -10 | -8 | -4 | 5
Cc1cc(C)nc(NS(=O)(=O)c2ccc(NC(=O)c3ccc(O)cc3O)cc2)n1 | -1 | 6 | . | -5 | 6 | 6 | 14 | 7 | -7 | 2 | -1
CS(=O)(=O)N(CCc1ccccc1)CC(=O)N1CCN(Cc2ccc3c(c2)OCO3)CC1 | -11 | 18 | 3 | 13 | -9 | 11 | 18 | -5 | 6 | 8 | 11
CC(=O)c1ccc2cccc3c2c1N=CN3C | 6 | 0 | -1 | -16 | 2 | -16 | 16 | -13 | -39 | -8 | 8
CCOC(=O)c1ccc2c(c1)nc(SCC(=O)c1cc3ccccc3o1)n2CC | 4 | -36 | 2 | -7 | -8 | -25 | -93 | 6 | -1 | -4 | -14
OCC1OC(n2cnc3c(N4CCCC4)ncnc32)C(O)C1O (stereo not drawn) | -14 | 1 | . | -4 | 41 | -52 | 12 | 12 | -9 | 42 | .
COc1ccc(NC(=O)Nc2ccc(C)cc2Br)c(OC)c1 | 8 | 0 | -1 | -13 | 3 | -4 | 7 | 9 | -5 | 17 | -5
O=C(NC1CCN(C(=O)N2c3ccccc3Sc3ccccc32)CC1)c1ccco1 | -11 | -28 | -4 | 37 | 10 | 1 | 23 | 10 | -31 | 33 | -2
O=C(CSc1nnc(-c2ccccc2)n1CC1CCCO1)N1CCCC1 (stereo not drawn) | 4 | -7 | 5 | 15 | -8 | -8 | 10 | 7 | 16 | 9 | 6
CCOC(=O)CNC(=O)N(CCOC)CC1CCCN(C2Cc3ccccc3C2)C1 (stereo not drawn) | 0 | 1 | -12 | 7 | -12 | 3 | 14 | 10 | 12 | -10 | 5
COc1ccc(OCC(O)CN(CCO)CC(O)Cn2ccc3ccccc32)cc1 (stereo not drawn) | 3 | -10 | 0 | 9 | 0 | -49 | 12 | -13 | -12 | 6 | -6
CCOC(=O)c1nc(Nc2ccc(N3CCC(C)CC3)cc2)c2ccccc2n1 | -9 | -11 | 0 | 13 | 7 | 0 | -8 | 22 | -6 | -6 | -8
CCN(C(=O)CSc1nc2nc(C)cc(C)n2n1)C1CCS(=O)(=O)C1 (stereo not drawn) | -10 | -2 | 2 | 8 | 0 | 7 | 11 | 2 | 0 | -16 | -15
O=C(COc1cccc(F)c1)NNC(=O)c1cccc(-n2cccc2)c1 | 14 | -21 | 0 | 7 | -5 | -27 | 6 | -17 | -6 | -3 | -2
COc1ccc(OC)c(CN(CCN2CCOCC2)S(=O)(=O)c2ccc(NC(C)=O)cc2)c1 | -9 | 3 | 7 | 9 | -12 | 10 | 14 | 11 | -4 | . | -4
CCOC(=O)c1sc(=S)n(-c2ccccc2Cl)c1C | -5 | 30 | -3 | 0 | -33 | -6 | -17 | 6 | 12 | 9 | -13
Cc1ccccc1C(=O)NC(=S)Nc1sc2c(c1C#N)CCCC2 | 2 | 0 | 0 | -57 | 4 | -51 | -119 | -17 | 14 | -3 | -14
CCN(C(=O)CSc1nnc(-c2ccc(F)cc2)n1C)C1CCS(=O)(=O)C1 (stereo not drawn) | -7 | -14 | . | -21 | -18 | -4 | 18 | -7 | 2 | -4 | -12
Cc1nn(C)cc1NC(=O)c1ccc(Br)o1 | -10 | 11 | 1 | -5 | 2 | 9 | 17 | 11 | 13 | -23 | 5
COCCNS(=O)(=O)c1ccc(-c2ccc(C)cc2)cc1 | 4 | -7 | 2 | -10 | 11 | 8 | -48 | 1 | 6 | 22 | 13
CC1CC(C)CN(S(=O)(=O)c2ccc(C(=O)Nc3nnc(C4CC4)o3)cc2)C1 (stereo not drawn) | -3 | -8 | 4 | 39 | 11 | 11 | 10 | 7 | 8 | 8 | -4
O=C1C=CC(n2cc(F)c(=O)[nH]c2=O)O1 (stereo not drawn) | -16 | 30 | . | -10 | -8 | -4 | -14 | 19 | 34 | 42 | .
Cc1cc(=O)c2c(C)nn(-c3ccccc3)c2[nH]1 | 2 | -3 | 4 | 2 | 32 | -23 | 20 | 22 | 15 | 8 | 1
Cc1ccc(C(O)c2nc3ccccc3n2C(C)C)cc1 (stereo not drawn) | 3 | -17 | 2 | -76 | -7 | -5 | -123 | -13 | -5 | 7 | 6
OCCCn1c(CCNc2nc(-c3ccc(F)cc3)cs2)nc2cc(C(F)(F)F)ccc21 | -2 | -21 | -1 | 24 | 20 | 23 | 5 | 22 | -19 | 24 | 10
Cc1ccc(C(=O)N(NC2=NS(=O)(=O)c3ccccc32)S(=O)(=O)c2ccc(C)cc2)cc1 | 1 | 3 | 4 | 5 | 2 | -18 | 9 | 1 | 0 | -1 | -2
O=C(NCc1cccnc1)c1noc2c1CCCCC2 | -2 | -44 | 0 | -29 | -12 | -15 | -29 | -20 | 13 | -11 | -4
COc1cccc(CNC(=O)CCNC(=O)Cn2ccc3ccccc3c2=O)c1 | -6 | -20 | 2 | 7 | 9 | -13 | 10 | -7 | -6 | 3 | -1
CC1CCN(C(=O)c2ccc3c(c2)OCCO3)CC1 | 2 | -43 | 2 | -70 | -9 | -29 | -118 | -10 | -3 | -2 | -12
Cc1cccc(NC(=O)C2CCN(S(=O)(=O)c3ccc4c(c3)NC(=O)CO4)CC2)c1C | 3 | -8 | -3 | 8 | -6 | -14 | -2 | -1 | -20 | -11 | -2
COc1ccc(N2C(=O)C3ON(C4SC(=S)N(C)C4(C)C)C(c4ccc([N+](=O)[O-])cc4)C3C2=O)cc1 (stereo not drawn) | 3 | 8 | 1 | 6 | 10 | 13 | -3 | 12 | -6 | -40 | -1
C#CCN(C[C@@H]1[C@@H](OC(=O)NC2CCCC2)[C@@H](OC(=O)NC2CCCC2)CN(C(=O)OC(C)C)N1C(=O)OC(C)C)S(=O)(=O)c1ccc(C)cc1 | -14 | 9 | . | 6 | 13 | -8 | -24 | -11 | -1 | 38 | .
COc1ccc(S(=O)(=O)N2CCN(C(=O)COc3ccccc3)CC2)cc1 | 11 | 11 | -1 | 14 | -8 | -5 | 11 | 7 | -8 | -1 | 6
CC(C)(C)NC(=O)CCN(/N=C/c1ccccc1F)C1=NS(=O)(=O)c2ccccc21 | -3 | -19 | 0 | 10 | -5 | -18 | 4 | -13 | -7 | -15 | 2
COC(=O)CNC(=O)C1CCC(CNS(=O)(=O)c2cccc3nsnc23)CC1 (stereo not drawn) | -1 | -3 | 0 | -14 | -14 | -20 | -4 | 9 | -5 | 9 | 3

Already shown: 3 of the compounds above.
SMILES | KKLEB cytotox | NR2E3 ag-1 | NR2E3 ag-2 | Peg3 prom inh | C8 TRAIL sens | TROY NFkB inh | HIF-2a inh | TWEAK-Fn14 inh | CF NFkB block | Shn3 inh set2 | MITF TRPM1 inh
OCC1OC(n2cnc3c(N4CCCC4)ncnc32)C(O)C1O (stereo not drawn) | -14 | 1 | . | -4 | 41 | -52 | 12 | 12 | -9 | 42 | .
COc1ccc(NC(=O)Nc2ccc(C)cc2Br)c(OC)c1 | 8 | 0 | -1 | -13 | 3 | -4 | 7 | 9 | -5 | 17 | -5
O=C(NC1CCN(C(=O)N2c3ccccc3Sc3ccccc32)CC1)c1ccco1 | -11 | -28 | -4 | 37 | 10 | 1 | 23 | 10 | -31 | 33 | -2

Continued.
SMILES | KKLEB cytotox | NR2E3 ag-1 | NR2E3 ag-2 | Peg3 prom inh | C8 TRAIL sens | TROY NFkB inh | HIF-2a inh | TWEAK-Fn14 inh | CF NFkB block | Shn3 inh set2 | MITF TRPM1 inh
COc1ccc(/C=N/S(=O)(=O)c2cccs2)cc1 | 3 | -4 | 0 | -8 | -10 | -6 | 23 | 5 | 5 | 13 | 1
CC1C(=O)OC(c2ccc(Br)cc2)C(C)(C)C1=O (stereo not drawn) | 3 | -32 | 3 | 8 | -4 | 3 | 0 | -24 | 6 | 26 | -3
Cc1cc2ncn(S(=O)(=O)N(C)C)c2cc1C | -1 | -15 | -1 | 8 | -6 | 8 | 18 | -19 | 16 | -11 | -6
CCCN(CCC)c1ccc(/C=N/NC(=O)CN2CCOCC2)cc1 | 2 | -27 | -2 | 2 | 1 | -2 | 14 | -2 | 8 | 3 | 14
